High-throughput results: PubChem BioAssay, National Center for Advancing Translational Sciences (NCATS)
GALK inh – inhibitors of human galactokinase (GALK); recombinant GALK, Kinase-Glo ATP luminescence, 1 h; Potency, µM (doses to about 57.5 µM), for the others: top-dose activity, negative = inhibition, hits mostly inhibitors; 44,000 tested, under 10 active;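 note: plate controls were full GALK reaction for no effect and reaction lacking GALK for full effect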
Target sequence (P51570 whole entry, looked up): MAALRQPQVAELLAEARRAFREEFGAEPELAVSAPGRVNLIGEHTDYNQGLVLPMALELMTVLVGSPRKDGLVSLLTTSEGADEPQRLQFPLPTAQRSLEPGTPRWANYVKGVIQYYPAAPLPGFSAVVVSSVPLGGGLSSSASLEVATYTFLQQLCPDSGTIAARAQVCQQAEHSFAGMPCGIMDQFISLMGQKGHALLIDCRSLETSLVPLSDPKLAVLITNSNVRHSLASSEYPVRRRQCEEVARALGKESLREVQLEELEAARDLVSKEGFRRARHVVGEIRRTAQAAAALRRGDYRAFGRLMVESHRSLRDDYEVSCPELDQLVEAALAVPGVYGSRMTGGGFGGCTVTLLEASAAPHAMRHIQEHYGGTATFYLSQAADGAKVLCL
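Human GALK (5 nM) was incubated with 35 uM ATP and 100 uM galactose in 20 mM HEPES pH 8.0 with MgCl2, NaCl, DTT and BSA for 1 h at room temperature. Remaining ATP was measured by Kinase-Glo Plus luminescence.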
PTAP-TSG101 blk – TSG101-PTAP interaction inhibition, HIV-1 budding; Q99816; Fluorescence polarization, FITC-PTAP peptide/Tsg101, 20 min; Potency, µM (highest dose often 115 µM), for the others: at the highest dose activity change, negative = inhibition, actives largely listed as inhibitors; 44,000 tested, under 10 active; note: potency is the fitted concentration of half-maximal effect; 0% is about no effect
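Steps: Tsg101 binding domain (10 uM final) in HEPES pH 7.5/NaCl/Tween 20/EDTA/TCEP; add compound; add FITC-PTAP peptide (50 nM final); incubate 20 min r.t.; read polarization.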
FH mod – Identification of activators of human fumarate hydratase by quantitative high-throughput screening | FH coupled MDH/diaphorase resazurin fluorescence, 15 min | Potency, µM (series often up to 79.9 µM), without a hit: top-dose activity change, negative = inhibition, most hits filed as inhibitors | 0.22% of 54,000 active | AID 1347055, 2019; note: potency is the fitted concentration of half-maximal effect; % is set by controls: 0 for no effect and ±100 for the full control effect; the screen sought activators but most active calls are inhibition curves; nearly all actives have a fitted effect of over 45% in size
B2AR arrestin ag – beta-arrestin recruitment by human beta2-adrenergic receptor ligands. P07550. HTLA Tango cells, beta-arrestin recruitment, luciferase luminescence, 18 h. Potency, µM (doses to about 46.1 µM), for the others: top-dose activation, actives largely listed as activators. 44,000 tested, under 10 active. AID 1347077;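 note: potency is the fitted concentration of half-maximal effect; 0% = DMSO and full agonism = EC100 isoproterenol or metaproterenol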
Target sequence (P07550 whole entry, looked up): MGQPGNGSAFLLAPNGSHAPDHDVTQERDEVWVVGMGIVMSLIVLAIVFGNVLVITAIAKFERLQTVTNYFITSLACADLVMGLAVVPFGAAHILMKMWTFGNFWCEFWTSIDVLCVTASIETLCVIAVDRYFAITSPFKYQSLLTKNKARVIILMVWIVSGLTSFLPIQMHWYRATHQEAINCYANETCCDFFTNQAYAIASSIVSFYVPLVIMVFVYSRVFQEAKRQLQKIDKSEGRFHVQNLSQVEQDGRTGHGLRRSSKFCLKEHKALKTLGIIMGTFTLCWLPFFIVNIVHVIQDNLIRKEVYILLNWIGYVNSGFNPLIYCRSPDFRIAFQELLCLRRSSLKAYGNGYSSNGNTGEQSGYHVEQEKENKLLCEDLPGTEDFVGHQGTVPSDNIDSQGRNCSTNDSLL
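Tango cell line, 1% FBS DMEM; cpd titration up to 46 microM; 18 hr, 37 degrees C, 5% CO2. Luciferin/ATP substrate mix added, 15 min RT, luminescence. %Activity, CRC fitting, curve-class categorization.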
NTMT1 inh – inhibitors of human N-terminal methyltransferase NTMT1; 2.5% of 59,000 active; NTMT1 MTase-Glo SAH luminescence, purified enzyme; Potency, µM (top dose mostly 114 µM), inactives show at the top dose activity change, negative = inhibition, hits mostly inhibitors; AID 1645870; Q9BV86;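 note: potency is the fitted concentration of half-maximal effect; plate controls were DMSO vehicle for no effect and no enzyme for full effect; nearly all actives have a fitted effect of over 65% in size; many of its hits are not listed in these tables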
Target sequence (Q9BV86 whole entry, looked up): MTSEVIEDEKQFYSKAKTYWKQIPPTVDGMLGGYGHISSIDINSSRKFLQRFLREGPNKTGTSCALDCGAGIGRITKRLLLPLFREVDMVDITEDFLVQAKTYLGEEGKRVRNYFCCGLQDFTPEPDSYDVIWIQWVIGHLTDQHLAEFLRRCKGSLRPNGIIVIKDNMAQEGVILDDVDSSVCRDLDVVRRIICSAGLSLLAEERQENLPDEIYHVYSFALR
p53null 39C tox – p53 null cell cytotoxicity, nonpermissive temperature; H1299 p53-null (neo) cells, 39C, ATPlite viability, 24 h; Potency, µM (top dose mostly 46.1 µM), for the others: top-dose activity, negative = cell killing, actives largely listed as cytotoxic; 0.97% of 55,000 active;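 note: potency is the fitted concentration of half-maximal effect; 0% = DMSO only and -100% = full killing by 100 µM tamoxifen; nearly all actives have a fitted effect of over 50% in size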
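Luminescent ATP signal reported cell survival after H1299 lines (neo, p53 null; or p53 A138V) received up to 46 uM compound and 24 hr incubation at 39C.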
p53null 32C tox – selectivity test: cytotoxicity in p53 null cells, permissive temperature | H1299-neo p53 null cells, ATP luminescence, 24 h, 32C | Potency, µM (top dose mostly 46.1 µM), for the others: at the highest dose activity change, negative = cytotoxicity, actives largely listed as cytotoxic | 0.62% of 55,000 active;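 note: potency is the fitted concentration of half-maximal effect; 0% = DMSO only and -100% = full killing by 100 µM tamoxifen; nearly all actives have a fitted effect of over 55% in size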
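Cytotoxicity: H1299-neo (no p53), 32C, 24 h treatment. Concentrations up to 46 uM. Readout cellular ATP, luminescence. Normalization to DMSO basal and tamoxifen 100 uM maximal kill.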
An asterisk follows results filed as active; ? = inconclusive; / = not tested or not shown; [ ] = another dose, or the depositor's remark. Calls come from the whole dose curve; as a rule, active = well fitted curve in the direction sought with a large enough effect; inconclusive = small, poorly fitted or top-dose-only effect, or another doubt; inactive = no such curve, though single readings can be large; an effect the other way counts as inactive or inconclusive.

The opening 5 entries (preview)
SMILES	GALK inh	PTAP-TSG101 blk	FH mod	B2AR arrestin ag	NTMT1 inh	p53null 39C tox	p53null 32C tox
COc1ccc(CNc2ncnc3c2cnn3-c2ccc(C)c(C)c2)cc1	1%	3%	5%	2%	18%	15%	0%
COC(=O)c1cc2oc3ccccc3c2n1CC(=O)Nc1ccc(F)c(Cl)c1	-3%	-5%	-3%	0%	8%	8%	-2%
COc1cccc(OC(=O)CSc2nnc(-c3cccs3)o2)c1	3%	1%	-15%	-1%	-2%	1%	-4%
Cc1ccc(NC(=O)Nc2ccc3nc(N4CCN(C)CC4)cc(C)c3c2)cc1F	2%	2%	0%	0%	-2%	-28%	7%
COCCn1c(SCC(=O)c2cc(C)ccc2C)nc2cc(C(=O)NC3CCCC3)ccc2c1=O	-3%	5%	9%	3%	-4%	11%	4%

The listing, from the start:
SMILES	GALK inh	PTAP-TSG101 blk	FH mod	B2AR arrestin ag	NTMT1 inh	p53null 39C tox	p53null 32C tox
COc1ccc(CNc2ncnc3c2cnn3-c2ccc(C)c(C)c2)cc1	1%	3%	5%	2%	18%	15%	0%
COC(=O)c1cc2oc3ccccc3c2n1CC(=O)Nc1ccc(F)c(Cl)c1	-3%	-5%	-3%	0%	8%	8%	-2%
COc1cccc(OC(=O)CSc2nnc(-c3cccs3)o2)c1	3%	1%	-15%	-1%	-2%	1%	-4%
Cc1ccc(NC(=O)Nc2ccc3nc(N4CCN(C)CC4)cc(C)c3c2)cc1F	2%	2%	0%	0%	-2%	-28%	7%
COCCn1c(SCC(=O)c2cc(C)ccc2C)nc2cc(C(=O)NC3CCCC3)ccc2c1=O	-3%	5%	9%	3%	-4%	11%	4%
COC(=O)Cn1c(=O)c2cccn2c2cccnc21	0%	-8%	4%	-3%	3%	-15%	-4%
COC(=O)c1cc2occc2n1Cc1nc(-c2cccc(Br)c2)oc1C	0%	1%	3%	-1%	-25%	17%	-1%
CCCOc1ccc(C2C(=O)N(C3CCC(C)CC3)CC(=O)N2Cc2cccc(OC)c2)cc1OC (configuration not stated)	-1%	-1%	/	-1%	/	24%	-6%
CCOc1ccccc1Nc1ncnc2c1cnn2-c1ccc(C)cc1	3%	0%	-17%	1%	-5%	23%	-20%
CCOC(=O)C1CCN(c2cc3c(cc2NC(=O)c2ccc(OC)c(OC)c2)n(C)c(=O)n3C)CC1	0%	1%	?	1%	-15%	2%	-1%
CCCc1cc(=O)oc2c(C)c3c(cc12)CN(CCc1ccc(Cl)cc1)CO3	-1%	-2%	/	-1%	/	-3%	2%
Cn1c(=O)n(C)c2cc(CNCc3ccccc3Cl)ccc21	-9%	-2%	-6%	-4%	?	-7%	-13%
CSc1nn(Cc2ccc(F)cc2)c(N(C(C)=O)C(C)=O)c1S(=O)(=O)c1ccccc1	-1%	-10%	-18%	-1%	4%	-13%	19%
CCOCCCNC(=O)C(c1ccc(OC)cc1)N(Cc1cccs1)C(=O)c1ccccc1O (configuration not stated)	-2%	0%	-4%	-1%	7%	5%	5%
CCc1ccc(NC(=O)c2nn(-c3ccc(C)cc3)c(=O)n(C)c2=O)cc1	1%	0%	7%	0%	7%	-14%	3%
CCOC(=O)C1=C(CN2CCC(C)CC2)NC(=O)NC1c1ccc(F)cc1 (configuration not stated)	6%	-1%	0%	0%	8%	1%	-8%
CCS(=O)(=O)N1CCc2cc(C(=O)Nc3cc([N+](=O)[O-])ccc3C)ccc21	0%	0%	5%	1%	7%	1%	?
CS(=O)(=O)c1ncc(N(Cc2ccccc2)Cc2ccco2)c(C(=O)Nc2cccc(C(F)(F)F)c2)n1	3%	-4%	?	-4%	6%	0%	-3%
COc1ccc(S(=O)(=O)N(CC(=O)Nc2ccccc2Cl)Cc2ccccc2)cc1	-3%	-3%	-40%	-1%	?	15%	2%
Cc1ccc(-n2ncc3c(N(C)Cc4ccccc4)ncnc32)cc1	-7%	1%	-22%	3%	-2%	20%	13µM*
CCOc1ccc(CNC(=O)CCCn2c(=O)c3cccn3c3cccnc32)cc1	3%	1%	-2%	1%	?	-21%	2%
CCOc1ccc(-c2noc(CSc3nnc(Cc4ccccc4)n3-c3ccc(F)cc3)n2)cc1	7%	0%	-28%	0%	3%	76%[activator]	?
COc1ccc(NC(=O)CCS(=O)(=O)c2nc(-c3ccc4c(c3)OCO4)cc(C(F)(F)F)n2)c(OC)c1	-1%	3%	2%	1%	10%	50%[activator]	20%
CCOc1ccc(NC(=O)CCCn2c(C)c3cnn(-c4ccccc4)c(=O)c3c2C)cc1	-2%	-1%	-5%	-3%	11%	-11%	4%
Cc1ccc(C)c(-c2csc(-c3c(N)c(C(=O)c4ccc5c(c4)OCO5)n4ccccc34)n2)c1	-11%	4%	-3%	-2%	6%	-9%	12%
(continued)
SMILES	GALK inh	PTAP-TSG101 blk	FH mod	B2AR arrestin ag	NTMT1 inh	p53null 39C tox	p53null 32C tox
Cc1nn(CC(=O)NCc2ccc(N(C)C)cc2)c(=O)c2c(C)n(-c3ccc(Cl)cc3)nc12	1%	1%	1%	0%	-5%	1%	-6%
Oc1c(C(c2ccc(F)cc2)N2CCCC2)sc2nc(-c3ccco3)nn12 (configuration not stated)	-2%	-2%	1%	-3%	?	13%	1%
O=C(CSc1nccn1-c1ccc(F)cc1)Nc1cccc2ccccc12	0%	-1%	-13%	0%	-8%	9%	3%
Cc1ccc(OCC(=O)Nc2ccc3nc(SCC(=O)N4CCOCC4)sc3c2)cc1	6%	1%	-15%	-5%	?	-18%	0%
CC(=O)c1ccc(NC(=O)CSc2nccn2Cc2ccco2)cc1	2%	-4%	-8%	0%	-10%	?	-16%
CCOC(=O)c1ccccc1NC(=O)Cn1c(=O)n(-c2cccc(C)c2)c(=O)c2c1c1cc(C)ccc1n2C	0%	2%	0%	0%	4%	-4%	0%
CCC(Sc1nc(-c2ccccc2F)nc2c1Cc1c(CO)cnc(C)c1O2)C(=O)Nc1cc(C)ccc1C (configuration not stated)	0%	-6%	5%	-1%	?	-8%	4%
COc1ccc(-c2cn3nc(N4CCCC(C(=O)NCc5ccc(Cl)cc5)C4)sc3n2)cc1 (configuration not stated)	-2%	-3%	-19%	2%	-1%	23%	0%
Cc1ccccc1OCCCCn1c(C2CC(=O)N(c3ccccc3Cl)C2)nc2ccccc21 (configuration not stated)	1%	0%	-16%	-4%	2%	?	-10%
CCC(C)NC(=O)c1ccc(-n2c(-c3ccccc3)cc3c2CCCC3)cc1 (configuration not stated)	2%	0%	-8%	0%	-3%	28%	15%
CCc1nc2c(cnn2-c2ccc(C)cc2)c(=O)n1-c1ccc(C)cc1	8%	1%	-30%	-2%	9%	-10%	26%
CCOC(=O)c1ccccc1NC(=O)c1nn(-c2ccc(OC)c(Cl)c2)c(=O)c2c1c1ccccc1n2C	-3%	-4%	-7%	-2%	-2%	1%	5%
COCCc1nn2c(=O)cc(COC(=O)c3ccc(OC)c(OC)c3)nc2s1	1%	0%	-5%	0%	-2%	-6%	-4%
CCOC(=O)c1sc(NC(=O)c2nc(SCC)ncc2Cl)c(C(=O)OCC)c1C	2%	2%	3%	-1%	-18%	9%	-4%
O=C(CSc1nccn1-c1ccc(F)cc1)Nc1ccc(OC(F)(F)F)cc1	-5%	-2%	-14%	-1%	-3%	-3%	-3%
Cc1ccc(F)cc1NC(=O)CSc1nc(-c2cccs2)cc(C(F)(F)F)n1	5%	2%	3%	-1%	4%	?	-3%
CCOc1ccc2c(c1)c(=O)c(S(=O)(=O)c1ccc(CC)cc1)cn2Cc1cccc(Cl)c1	0%	-4%	?	-2%	-19%	-14%	?
Nc1ccc2oc(-c3ccccc3Br)nc2c1	0%	-7%	-6%	-2%	?	13µM*	?
CCOc1ccc(S(=O)(=O)Nc2cccc(-c3ccc(N4CCCC4)nn3)c2)cc1	1%	-9%	/	0%	/	-14%	4%
CCOc1ccc(OC(=O)c2c(-c3ccccc3Cl)noc2C)cc1	4%	-1%	1%	-1%	11%	-9%	7%
Cc1ccc(CNc2nc3nc(C)c(Cl)c(C)n3n2)cc1	4%	-2%	-1%	-1%	?	8%	-3%
COc1ccc2c(Sc3ccccc3)c(C(=O)NCc3cc(Br)ccc3OC)[nH]c2c1	0%	-2%	-8%	-1%	6%	9%	1%
Cc1ccc(C)c(N2CCN(C(=O)CN3CCSc4ccc(S(=O)(=O)N(C)C)cc43)CC2)c1	-3%	8%	-20%	1%	2%	-8%	3%
COc1ccc(OCCSc2nc3ccccc3n2CC(=O)N2CCOCC2)cc1	2%	2%	-3%	-2%	8%	-1%	-5%
Cc1ccccc1-c1nc2cc(NC(=O)c3cccc(OCCC(C)C)c3)ccc2o1	-17%	6%	-13%	0%	?	7%	-6%
Other results:
SMILES	GALK inh	PTAP-TSG101 blk	FH mod	B2AR arrestin ag	NTMT1 inh	p53null 39C tox	p53null 32C tox
CC(C)c1cnc2c(c1SCC(=O)c1ccc(Cl)cc1)c(=O)n(C)c(=O)n2C	0%	-1%	-6%	0%	-1%	34%[activator]	8%
COc1cc(OC)c(Nc2nc3ccccc3nc2-n2nc(C)cc2C)cc1Cl	0%	-3%	2%	-2%	-4%	-22%	3%
COc1cccc(-c2nc(CS(=O)(=O)CC(=O)N3CCN(c4cc(C)ccc4C)CC3)c(C)o2)c1	-3%	0%	-20%	-2%	5%	20%	6%
Cc1cccc(C(=O)Nc2ccc(C(=O)OCc3cc(=O)n4nc(CC(C)C)sc4n3)cc2)c1	-1%	0%	-8%	-1%	8%	13%	-5%
Cc1ccc(N(CC(C)C)S(=O)(=O)c2nnc(NC(=O)C(C)C)s2)cc1	2%	0%	-3%	4%	17%	-22%	-8%
CN1CCN(C2(CNC(=O)c3ccc([N+](=O)[O-])cc3)CCCCC2)CC1	-4%	-1%	5%	-5%	-11%	-14%	-7%
O=C(Nc1cccc(C(F)(F)F)c1)c1ccc2snnc2c1	8%	-1%	6%	-3%	4%	-22%	1%
CCOc1ccc(S(=O)(=O)c2c(C(=O)c3ccc(CC)cc3)cnc3ccc(C)cc23)cc1	-7%	2%	-22%	1%	8%	5%	2%
CC(=O)Nc1ccc(NC(=O)CSc2nccn2Cc2ccc3c(c2)OCO3)cc1	1%	-1%	3%	0%	-11%	18%	-9%
O=C1CCCC2=C1C1(CCCCC1)N=C(Nc1nc3ccccc3o1)N2	/	/	/	/	10%	7%	-1%
CC(C)Cc1nn2c(=O)cc(COC(=O)CNC(=O)c3ccc(C(C)(C)C)cc3)nc2s1	-1%	-1%	-10%	0%	1%	-4%	-18%
Cc1cc2nnc(SCc3ccc(F)cc3)n2c2ccccc12	0%	-4%	-18%	1%	-7%	5%	-14%
CCOC(=O)c1ccc(NC(=O)c2csnn2)cc1	4%	0%	-5%	-3%	?	?	?
CCCn1c2ccccc2c2cnn(CC(=O)Nc3ccc(C)cc3Br)c(=O)c21	0%	1%	-9%	-1%	4%	-7%	-8%
CCc1ccc(NC(=O)C2CCCN(S(=O)(=O)c3cccc4nonc34)C2)cc1 (configuration not stated)	1%	0%	2%	-1%	-1%	-16%	-7%

Only part of the results is shown. The share of hits here may be higher or lower than overall.
